# SKN-1 inh – C. elegans SKN-1 inhibition; C. elegans VP596 Pgst-4::GFP/RFP ratio, acrylamide-induced, 24 h; inhibition, % at 21.8 µM; actives 0.49% (n = 360,000);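 active means interference check ratio from 0.5 to 1.5 plus GFP to RFP signal ratio inhibition reaching or exceeding a fixed threshold, cut at about 30% in these data, passing the limit was not always enough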; further: some compounds called inactive have numbers as strong as hits
# NadD block – NadD (S. aureus) enzyme inhibition. purified NadD enzyme, colorimetric absorbance read-out. inhibition, % at 20 µM. actives 0.78% (n = 360,000). AID 602399; in the data active means inhibition above about 26%; further: some compounds past the cut are filed as inactive
# Scp-1 inhibitor – inhibitors of human Scp-1 phosphatase; Q9GZU7; Recombinant Scp1, phosphopeptide, malachite green phosphate absorbance; inhibition, % at 20 µM; actives 0.88% (n = 340,000);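 active means inhibition above about 50% at 20 µM, limit read from the data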;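 further: plate controls were DMSO wells with enzyme for no effect and wells lacking enzyme for full effect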
#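 Assay system: SCP-1 catalytic fragment, aa 76-261 | Buffer or medium: Tris acetate buffer pH 5.5 with MgCl2 and Tween-20 | Compound: One concentration, 20 µM, with 1.0% DMSO | Also added: Phospho 17-mer peptide substrate | Signal: Absorbance at 630 nm | Incubation: 45 min enzyme reaction at room temperature | Measure: % inhibition of SCP-1 phosphate liberation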
# CendR NRP1 mod – NRP-1/CendR interaction modulation; O14786; FAM-RPARPAR peptide binding to NRP-1, fluorescence polarization; inhibition, % at 25 µM; actives 0.85% (n = 360,000); AID 602438;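 active means inhibition or corrected inhibition above about 18%, plus a signal ratio from 0.5 to 1.5, limit read from the data, passing the limit was not always enough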; further: strong numbers were not always called active
# Neddyl block – blocks human cullin neddylation; P61081+Q13564; TR-FRET cullin neddylation, biochemical; calls only at 25 µM; actives 0.58% (n = 360,000); AID 651699; in the data active means inhibition above about 36%
# STEP block – STEP (human) phosphatase inhibition | P54829 | actives 0.25% (n = 360,000) | inhibition, % at 20 µM | recombinant STEP, OMFP fluorogenic substrate, fluorescence | AID 588621;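 active means inhibition at 20 µM, scaled per plate between control wells, above about 37%, limit read from the data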;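 further: 0% = DMSO with enzyme and substrate and 100% = substrate only without enzyme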
#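 material = STEP tyrosine phosphatase | reagent = fluorogenic phosphatase substrate OMFP at 25 µM final | doses = single compound dose of 20 µM, 1% DMSO final | schedule = 20 min reaction, room temperature, in the dark | measured by = fluorescence, 480/540 nm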
# TbMetRS inhib – blocks T. brucei methionyl-tRNA synthetase activity | purified T. brucei MetRS, ATP depletion, Kinase-Glo luminescence | inhibition, % at 11.9 µM | actives 0.4% (n = 360,000) | AID 624268;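 active means inhibition above a per-plate cutoff of the control wells' mean inhibition plus 3 SD, cut at about 5.5% in these data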;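 further: 0% = DMSO wells median and 100% = median of wells with control inhibitor compound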
#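 Assay system: T. brucei methionyl-tRNA synthetase, purified | Medium: HEPES buffer with MgCl2, KCl, DTT, spermine, BSA, pyrophosphatase | Compound: 11.9 µM single point | Incubation: 15 min enzyme-compound preincubation, 2 h reaction, 10 min detection, 25 °C | Measured by: Kinase-Glo luciferase luminescence reporting remaining unconsumed ATP | Measure: % inhibition normalized to control-well medians | Replication: Singlicate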
# DNMT1 block – blocks human DNA methyltransferase DNMT1 | AID 588458 | DNMT1 molecular beacon, Hinp1I cleavage, fluorescence | inhibition (reported as % activation of signal), % at 10 µM | actives 0.83% (n = 360,000) | P26358; in the data active means inhibition above about 50%
# Target sequence (P26358 504-1616 limits assumed): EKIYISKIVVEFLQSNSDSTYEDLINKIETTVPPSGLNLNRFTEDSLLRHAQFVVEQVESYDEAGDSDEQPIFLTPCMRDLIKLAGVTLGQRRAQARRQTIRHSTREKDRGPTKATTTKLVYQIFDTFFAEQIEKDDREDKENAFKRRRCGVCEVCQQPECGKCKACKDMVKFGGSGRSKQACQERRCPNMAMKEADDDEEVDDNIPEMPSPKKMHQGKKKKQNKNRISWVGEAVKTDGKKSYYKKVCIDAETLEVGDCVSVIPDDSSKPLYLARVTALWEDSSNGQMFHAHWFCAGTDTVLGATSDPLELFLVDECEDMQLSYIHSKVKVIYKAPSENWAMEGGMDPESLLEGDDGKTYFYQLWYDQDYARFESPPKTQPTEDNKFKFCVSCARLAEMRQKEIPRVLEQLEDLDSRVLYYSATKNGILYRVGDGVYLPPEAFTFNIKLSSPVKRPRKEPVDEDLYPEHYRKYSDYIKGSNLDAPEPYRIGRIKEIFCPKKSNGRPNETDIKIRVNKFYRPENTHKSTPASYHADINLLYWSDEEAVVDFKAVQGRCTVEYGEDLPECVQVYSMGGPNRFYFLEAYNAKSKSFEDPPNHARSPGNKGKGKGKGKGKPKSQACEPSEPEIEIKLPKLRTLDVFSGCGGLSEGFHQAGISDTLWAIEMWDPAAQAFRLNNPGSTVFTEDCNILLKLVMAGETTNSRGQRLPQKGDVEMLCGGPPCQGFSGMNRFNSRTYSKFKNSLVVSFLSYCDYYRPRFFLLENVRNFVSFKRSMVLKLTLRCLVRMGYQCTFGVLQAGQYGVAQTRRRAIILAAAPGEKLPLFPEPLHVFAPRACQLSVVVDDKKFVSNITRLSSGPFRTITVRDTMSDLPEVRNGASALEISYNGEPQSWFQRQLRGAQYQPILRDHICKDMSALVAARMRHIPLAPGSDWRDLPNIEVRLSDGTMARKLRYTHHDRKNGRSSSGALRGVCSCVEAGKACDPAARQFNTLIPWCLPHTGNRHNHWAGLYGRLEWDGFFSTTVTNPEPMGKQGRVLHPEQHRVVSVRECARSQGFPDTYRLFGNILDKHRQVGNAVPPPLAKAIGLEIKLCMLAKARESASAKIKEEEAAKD
# LMPTP block – LMPTP (human) inhibition. inhibition, % at 20 µM. actives 0.22% (n = 360,000). recombinant LMPTP-A, OMFP fluorogenic substrate, fluorescence intensity;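 active means compounds that cut the enzyme signal by at least half of the control window in the single-dose screen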;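 further: plate controls were DMSO wells with enzyme plus substrate for no effect and substrate without enzyme for full effect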
#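 Assay system: LMPTP-A phosphatase enzyme | Input: 0.625 nM enzyme | Also added: Fluorogenic phosphatase substrate OMFP at 400 µM final | Compound dosing: One test concentration per compound, 20 µM, with 3% DMSO overall | Schedule: 50 min enzyme reaction at room temperature, protected from light | Signal: Fluorescence intensity | Benchmarks: no-enzyme and uninhibited controls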
# SUMO1 PPI mod – alters human SUMO1 binding to SIM partners; P63165; SUMO1 binding to a labelled peptide, TR-FRET, 1 h; inhibition, % at 20 µM; actives 0.33% (n = 360,000); AID 602429; in the data active means inhibition above about 37%
# * = called active by the depositor; i = inactive; · = not tested or not shown.
# Values run as follows: SKN-1 inh	NadD block	Scp-1 inhibitor	CendR NRP1 mod	Neddyl block	STEP block	TbMetRS inhib	DNMT1 block	LMPTP block	SUMO1 PPI mod
CCOC(=O)C1(C)CCN1C(=O)c1ccc(F)c(Cl)c1 (stereo not drawn)
 : 9.0	-3.8	·	0.6	i	-2.7	-0.5	1.6	-1.9	-6.1
O=C(CCNC(=O)Cn1ccc2ccccc2c1=O)NCCCN1CCN(c2ccccc2F)CC1
 : -6.8	-1.6	-2.6	0.9	i	-1.1	-0.5	1.4	0.2	1.7
CCC(C)NC(=O)c1ccc2c(c1)N(Cc1ccccc1)C(=O)CS2 (stereo not drawn)
 : -16.9	-7.7	-2.9	3.6	i	-3.0	-0.3	0.6	-1.0	-0.4
CCCCc1c(-c2ccccc2Br)ncn1CCc1ccccc1OC
 : 27.1	-0.8	·	-18.6	i	·	0.1	·	5.6	20.6
CC1CCCCN1CCNC(=O)c1ccc2c(c1)N(Cc1ccccc1F)C(=O)c1ccccc1S2=O (stereo not drawn)
 : -1.2	-8.9	0.8	0.1	i	-0.1	-0.4	0.5	-0.1	-1.6
CC(=O)Nc1cc(-c2nn(CC(=O)N3CCCCC3)c(=O)c3ccccc23)ccc1N1CCOCC1
 : 9.6	-2.1	10.1	15.3	i	-1.8	-0.5	1.5	-0.3	-6.5
CC(=O)Nc1ccc(NC(=O)C(C)OC(=O)CCN=C2NS(=O)(=O)c3ccccc32)cc1 (stereo not drawn)
 : 3.8	-2.9	-2.4	8.0	i	-2.2	-0.4	1.2	-0.6	2.8
COc1cccc(C(=O)CN(C(=O)c2ccc(Cl)c(Cl)c2)N2C(=O)c3ccccc3C2=O)c1
 : 11.2	0.2	-11.0	-0.2	i	1.5	-1.8	-5.3	2.4	2.0
Cc1cc(C(=O)NCc2ccc(F)cc2)c2ccccc2n1
 : 5.2	-3.1	-3.8	-0.3	i	-2.5	-0.3	0.8	0.4	5.4
CC(C)C(c1nnnn1Cc1ccccc1)N1CCc2ccccc2C1 (stereo not drawn)
 : 3.4	-1.1	-6.3	1.6	i	2.0	0.2	-9.2	0.3	-6.0
C(=N\Nc1nc(Nc2ccccc2)nc(Nc2ccccc2)n1)/c1ccncc1
 : 11.0	15.8	-4.9	-4.3	i	-0.4	-0.3	43.1	0.0	3.0
O=C(Cc1ccccc1)NCC(=O)N/N=C/c1ccc([N+](=O)[O-])s1
 : -3.5	1.7	-5.2	7.0	i	4.8	-0.1	-1.3	-0.8	-37.5
CCS(=O)(=O)c1ccc2oc(SCC(=O)Nc3ccc(OC)cc3OC)nc2c1
 : 4.4	2.6	-8.3	9.8	i	-3.8	0.4	-0.3	1.4	1.6
COCCCNC(=S)N1CCC(NC(=O)Nc2ccc(C)cc2)CC1
 : -4.4	-0.4	0.9	-9.1	i	0.8	-0.7	1.2	-1.1	-0.7
COc1ccc(Cn2c(=S)[nH]c3ccsc3c2=O)cc1
 : 1.8	2.9	-13.1	2.4	i	2.7	1.0	-5.4	7.9	-1.2
COc1ccc(-n2nc(C(=O)N3CCCCC3)c(C)c(C#N)c2=O)cc1
 : -10.3	-2.6	-7.1	2.8	i	0.1	-0.3	-8.7	-0.6	-29.5
NC(=S)N/N=C/c1ccc(-n2nncc2-c2ccc(Cl)cc2)cc1
 : -2.7	2.9	12.1	-15.7	i	-1.8	-0.2	1.4	1.7	-29.2
O=C1CC(c2ccco2)CC(O)=C1C=NCCN1CCNCC1 (stereo not drawn)
 : -5.6	-1.4	-6.0	-2.5	i	0.7	0.1	-8.4	-5.4	-0.4
O=C(NCc1ccccc1F)C1CC(=O)N(Cc2ccco2)C1 (stereo not drawn)
 : -4.1	-3.5	·	-10.8	i	-1.8	0.2	-3.4	-0.1	-0.8
CCNC(=O)C1CCCN(C(=O)c2ccc3c(c2)OCO3)CC1 (stereo not drawn)
 : 6.9	-1.9	·	-2.7	i	2.0	-0.1	4.2	-1.1	5.5
CCOc1ccc(NC(=O)CN(C)C(=O)Cc2n[nH]c(=O)c3ccccc23)cc1OCC
 : 10.8	5.5	-0.1	-2.7	i	-1.0	-0.5	0.1	0.2	4.4
Cc1nc(C(F)(F)F)ccc1C(=O)N1CCC1(C)C(=O)NS(=O)(=O)c1ccc(C(C)(C)C)cc1 (stereo not drawn)
 : 10.5	-4.3	·	6.1	i	-1.0	-0.4	0.9	-0.6	3.0
COc1ccc(/C=C/C(=O)NC2CCCCCC2)cc1S(=O)(=O)N1CCOCC1
 : 11.4	0.8	-6.3	-3.4	i	-0.5	0.2	2.5	-2.1	-2.9
CCCNC(=O)c1cc(C2CCCN(C(=O)c3cc(F)ccc3C)C2)on1 (stereo not drawn)
 : 5.9	-5.4	·	19.6	i	0.4	0.1	4.8	-1.1	3.6
COc1ccc(-c2csc(NCCc3nc4cc(Cl)c(N5CCCCC5)cc4n3CCOCCO)n2)cc1
 : 7.9	-1.4	-3.0	-15.6	i	-2.1	-0.3	-8.5	0.8	-3.3
Cc1ccc(CCNC(=O)c2nnn(-c3cccc(C)c3)c2N)cc1
 : -5.2	2.8	-14.7	-3.1	i	1.2	-0.9	-4.7	0.6	0.3
NC(=O)COC(=O)c1cc([N+](=O)[O-])ccc1NCCO
 : 7.5	-4.6	-10.7	-6.3	i	1.7	-0.7	1.9	2.4	-26.4
COC(=O)c1cc(C#N)c(OC)nc1C
 : -7.1	-5.0	-6.0	-10.3	i	-0.8	0.0	0.6	-0.9	-2.7
CCOC(=O)C1CCN(CCC(=O)Nc2cccc(C)c2)CC1
 : 2.5	-5.2	-2.6	2.2	i	4.3	-0.2	0.1	-1.3	3.4
CNC(=S)NNC(=O)c1cn(C)nc1C
 : -11.2	2.6	4.7	19.1	i	-4.0	-1.4	0.8	-0.2	-2.3

# Sorted by SMILES length (descending): 3 of the compounds above.
# Values run as follows: SKN-1 inh	NadD block	Scp-1 inhibitor	CendR NRP1 mod	Neddyl block	STEP block	TbMetRS inhib	DNMT1 block	LMPTP block	SUMO1 PPI mod
CC(=O)Nc1ccc(NC(=O)C(C)OC(=O)CCN=C2NS(=O)(=O)c3ccccc32)cc1 (stereo not drawn)
 : 3.8	-2.9	-2.4	8.0	i	-2.2	-0.4	1.2	-0.6	2.8
O=C(Cc1ccccc1)NCC(=O)N/N=C/c1ccc([N+](=O)[O-])s1
 : -3.5	1.7	-5.2	7.0	i	4.8	-0.1	-1.3	-0.8	-37.5
NC(=S)N/N=C/c1ccc(-n2nncc2-c2ccc(Cl)cc2)cc1
 : -2.7	2.9	12.1	-15.7	i	-1.8	-0.2	1.4	1.7	-29.2

# Next section:
# Values run as follows: SKN-1 inh	NadD block	Scp-1 inhibitor	CendR NRP1 mod	Neddyl block	STEP block	TbMetRS inhib	DNMT1 block	LMPTP block	SUMO1 PPI mod
CCCC(c1nnnn1Cc1cccs1)N1CCN(C2CCCC2)CC1 (stereo not drawn)
 : 23.8	6.1	-4.2	13.2	i	-4.3	-0.4	4.4	-4.1	-1.0
CC(=O)CC(=O)Nc1ccn(-c2ccccc2)n1
 : 3.5	2.1	2.0	19.9	i	6.4	-0.7	-1.3	-0.2	-2.7
CC(=O)N1CCc2cc(S(=O)(=O)NCC(=O)NCc3ccc(Cl)cc3)ccc21
 : -3.0	-4.9	-4.7	9.1	i	-1.9	-0.3	2.1	-2.4	-0.9
CCC1CCCCN1S(=O)(=O)c1ccc2[nH]c(=O)ccc2c1 (stereo not drawn)
 : -11.4	-0.4	58.0*	-11.5	i	1.3	-0.2	10.6	12.1	1.8
O=[N+]([O-])c1ccc(O)c(N=Cc2sc3ccccc3c2O)c1
 : 17.7	7.6	19.8	-140.9	i	2.8	-0.5	-8.9	6.1	-12.5
COc1ccc(Cl)cc1N1C(=O)C2CCCN2C1c1ccc(F)cc1 (stereo not drawn)
 : 3.8	0.7	-1.2	-1.5	i	-3.9	-0.1	0.0	1.1	-3.0
COC(=O)c1cc(S(=O)(=O)Nc2ccsc2C(=O)OC)oc1C
 : 13.7	6.5	-2.2	3.6	i	-3.1	3.1	2.7	-0.4	2.6
O=C(CN1CCOCC1)Nc1cc(C(F)(F)F)ccc1Cl
 : 10.6	0.2	-2.6	2.3	i	-0.3	-0.1	1.5	-1.8	0.3
CCN=C1S/C(=C\c2cn(CC(=O)NCCOC)c3ccccc23)C(=O)N1CC
 : -3.4	-7.2	6.2	1.2	i	-3.1	0.0	-0.1	1.1	-9.3
Nc1cc(OC(=O)c2cccs2)nn1S(=O)(=O)c1ccc(F)cc1
 : -8.0	-1.1	-5.2	-4.9	i	0.8	0.0	3.4	-0.5	5.3
CSc1nnc2ccc(-c3ccccn3)nn12
 : -10.6	0.0	-12.3	3.9	i	1.1	-1.6	1.5	0.0	-23.3
CC(Cc1nnc(SCC(=O)O)n1N)c1ccccc1 (stereo not drawn)
 : 1.7	-2.5	-3.0	4.6	i	-0.9	-0.5	0.6	-4.6	8.1
Cc1nc2cc(-c3cccs3)nn2c(NCC(C)(C)CN(C)C)c1C
 : 14.6	0.9	-1.1	6.6	i	-1.5	-0.9	3.8	-1.1	2.9
CCOc1ccc2nc(CN3CCN(Cc4ccsc4)C(CCO)C3)ccc2c1 (stereo not drawn)
 : 4.4	-3.6	-1.8	3.0	i	-3.6	-1.2	10.2	-0.1	-3.2
O=C(Nc1ccc(O)cc1)c1c(O)c2c([nH]c1=O)CCCC2
 : -10.7	-2.8	-2.5	7.2	·	0.7	0.4	-2.3	-0.1	3.9
COc1ccc(C2=Nn3c(nnc3-c3ccccc3OC)SC2)cc1OC1CCCC1
 : 13.3	12.2	5.0	2.4	i	1.6	-0.7	-3.8	3.3	-10.6
COc1ccc(NC(=O)CSc2nc3ccccc3c(=O)n2CCCO)cn1
 : 7.0	5.0	-5.0	9.4	i	17.9	-0.1	-2.8	-2.0	1.1
CCOC(=O)N1CCC(NC(=O)c2ccc3c(c2)N=C(C)c2c(C)ccc(C)c2S3)CC1
 : -6.6	3.1	-4.5	-11.8	i	0.9	0.1	-5.4	1.7	-3.2
Cc1ccc(S(=O)(=O)NNC(=O)c2cc(C)c(C)cc2N)cc1
 : 10.9	1.6	2.2	7.5	i	-2.2	-0.3	-1.8	-2.0	3.9
O=C(CCN1C(=O)C2C3C=CC(C3)C2C1=O)N1CCN(c2ccccc2Cl)CC1 (stereo not drawn)
 : 2.2	-1.3	0.0	8.4	i	-2.2	-1.4	-0.2	-1.1	-3.7
O=C(O)c1ccc(Cl)c(N2C(=O)Nc3ccccc3N2O)c1
 : -2.5	0.4	-3.6	9.6	i	1.4	0.4	-0.1	-0.7	11.4
Cc1ccc(CNC(=O)CNS(=O)(=O)c2ccc3c(c2)C(C)(C)C(=O)N3C)cc1
 : -11.8	-1.6	-6.5	0.9	i	-1.8	-0.1	2.5	-1.0	2.8
CCOc1ccc2c(=O)c(Oc3ccccc3)c(C)oc2c1
 : 12.2	-5.5	2.0	-15.1	i	2.9	-1.8	-1.6	-1.3	-0.7

# Bioassay records from PubChem.
